NR2E3 ag-1 – NR2E3 (human) agonism; GST-NR2E3/biotin-RetCOR TR-FRET, 1536-well; 320,000 tested, 0.12% active; AID 2300; inhibition of corepressor binding, % at 4.78 µM; Q9Y5X4;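 active = percent inhibition above the cutoff of mean plus 3 SD of all tested compounds, set per screening campaign, cut at about 20% in these data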;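 also: 0% = DMSO wells and 100% = biotin wells as full block of FRET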
Target sequence (Q9Y5X4 whole entry, looked up): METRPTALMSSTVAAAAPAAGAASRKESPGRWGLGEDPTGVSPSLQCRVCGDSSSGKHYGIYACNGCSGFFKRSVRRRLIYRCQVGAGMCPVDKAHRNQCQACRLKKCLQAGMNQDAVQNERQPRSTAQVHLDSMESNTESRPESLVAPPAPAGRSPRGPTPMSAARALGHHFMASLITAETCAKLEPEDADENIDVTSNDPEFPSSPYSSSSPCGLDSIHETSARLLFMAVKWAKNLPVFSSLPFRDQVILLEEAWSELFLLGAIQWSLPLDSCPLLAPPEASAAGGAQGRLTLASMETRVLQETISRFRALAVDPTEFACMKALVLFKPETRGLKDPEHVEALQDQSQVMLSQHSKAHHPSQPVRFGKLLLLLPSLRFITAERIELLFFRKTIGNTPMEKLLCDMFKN
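System: GST-tagged NR2E3 plus biotinylated RetCOR corepressor; Buffer or medium: pH 7.5 Tris-based buffer; Probe or stimulus: RetCOR corepressor, biotinylated, 7 nM; Doses: compound at 4.8 µM, single dose; Schedule: 5 h incubation at 4 °C; Technique: time-resolved FRET; Evaluation: percent inhibition of TR-FRET ratio; Replication: one well per compound, singlicate testing.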
Shn3 inh set2 – Schnurri-3 reporter inhibition in Clone20 osteoblasts | inhibition, % at 12.5 µM | AID 588674 | 360,000 tested, 0.52% active | Clone20 osteoblast Shn3 3'UTR firefly luciferase, 24 h;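 active = mean inhibition of at least 75% with every replicate also reaching 75%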;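 also: 0% = median of neutral control wells and 100% = pilot-screen positive control compound; some compounds past the cut are filed as inactive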
MITF TRPM1 inh – MITF TRPM1 promoter inhibition in SK-MEL-5 cells. inhibition, % at 12.5 µM. AID 488899. SK-MEL-5 TRPM1 promoter luciferase, 24 h. 330,000 tested, 0.83% active;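 active = mean inhibition across replicates of 60% or more, whatever share of single replicates reaches that level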; also: values of inactives mirror those of a sister screen read the other way
Vif imaging – blocks HIV Vif function; HEK293T cells, Vif self-association by quenched fluorescence, imaging, 24 h; 340,000 tested, 0.35% active; inhibition, % at 7.49 µM; in the data active = inhibition above about 50%, passing the limit was not always enough; also: some results filed as inactive read as strong as hits
NR2E3 ag-2 – activates human NR2E3 receptor; Q9Y5X4; CHO-S Gal4-NCOR/VP16-NR2E3 two-hybrid, luciferase; inhibition of corepressor binding, % at 3.98 µM; 360,000 tested, 0.35% active; AID 602229;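 active = inhibition above the mean of all tested compounds plus 3 SD, cut at about 70% in these data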;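 also: 0% = DMSO with NR2E3 transfected cells and 100% = cells lacking NR2E3 construct; higher means lower luciferase signal from less NR2E3 corepressor binding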
KKLEB cytotox – reduces viability of KKLEB cystic fibrosis airway cells. KKLEB CF airway cells viability, ATPlite luminescence, overnight; stronger effect = lower value; cells stimulated with P. aeruginosa culture filtrate. AID 602141. activity change (cytotoxicity), % at 5 µM. 360,000 tested, 0.36% active;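 active = corrected activity change at or below -50% at 5 µM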
HIF-2a inh – inhibitors of HIF-2a. 786-0 RCC cells HIF-2a reporter, luciferase luminescence, overnight. inhibition, % at 18.8 µM. 360,000 tested, 0.72% active. AID 624352;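 active = inhibition of the luminescence signal of 40% or more relative to plate controls, in a single-dose primary screen at 18.75 µM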
CF NFkB block – inhibitors of cystic fibrosis induced NF-kB; KKLEB NF-kB-GFP reporter, PAF-induced, GFP fluorescence overnight; inhibition, % at 5 µM; 360,000 tested, 0.86% active;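 active = at least 50% inhibition at 5 µM, scaled per plate between neutral and stimulator controls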;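 also: PAF is a Pseudomonas aeruginosa culture filtrate used as stimulus; plate controls were PAF-stimulated DMSO wells for no effect and unstimulated DMSO wells for full effect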
CaV13 FRET inh – Disruptors of the CACNA1D IQ motif to Ca2+-dependent inactivation inhibitor domain association, primary screening, Förster resonance energy transfer in intact living …; AID 743397; 340,000 tested, 0.098% active; inhibition, % at 12.3 µM; HEK cells, CFP/YFP FRET ICDI-IQ, plate reader, 10 min; percent FRET-ratio fall versus neutral wells;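 active = mean replicate inhibition of at least 30% and at least 1% of replicates passing that level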;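 also: 0% = median of the neutral control wells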
Peg3 promoter – Peg3 promoter activity inhibition | HeLa PEG-Prom luciferase reporter, luminescence, overnight | inhibition, % at 20 µM | 360,000 tested, 1.7% active;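 active = inhibition of at least 50% at 20 µM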
PDI turbidity – blocks human protein disulfide isomerase activity | PDI insulin aggregation turbidity, A650, 90 min | inhibition, % at 10 µM | 350,000 tested, 0.052% active;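 active = mean inhibition across replicates of 30% or more, whatever share of single replicates reach that level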;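 also: absorbance from insulin aggregation driven by PDI reduction with DTT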
Target sequence (P07237 whole entry, looked up): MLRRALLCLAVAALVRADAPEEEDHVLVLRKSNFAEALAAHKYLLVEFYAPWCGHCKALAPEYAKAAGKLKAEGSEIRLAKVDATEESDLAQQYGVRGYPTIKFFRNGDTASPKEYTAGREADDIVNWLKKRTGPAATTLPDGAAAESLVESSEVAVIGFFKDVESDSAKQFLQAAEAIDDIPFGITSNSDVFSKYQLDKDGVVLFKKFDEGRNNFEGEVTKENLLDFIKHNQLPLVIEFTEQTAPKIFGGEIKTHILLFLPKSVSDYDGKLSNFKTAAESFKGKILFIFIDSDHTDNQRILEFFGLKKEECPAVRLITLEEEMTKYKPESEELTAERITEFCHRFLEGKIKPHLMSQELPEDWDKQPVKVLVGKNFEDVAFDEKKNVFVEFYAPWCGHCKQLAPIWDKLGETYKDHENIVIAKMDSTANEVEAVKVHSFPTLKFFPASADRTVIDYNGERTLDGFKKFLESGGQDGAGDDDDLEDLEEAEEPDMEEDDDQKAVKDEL
* = called active by the depositor; . = not tested or not shown.

Under each structure: NR2E3 ag-1, Shn3 inh set2, MITF TRPM1 inh, Vif imaging, NR2E3 ag-2, KKLEB cytotox, HIF-2a inh, CF NFkB block, CaV13 FRET inh, Peg3 promoter, PDI turbidity
- Cc1ccc(C(=O)n2nc(-c3ccco3)nc2N)cc1
  1, 14, 5, -3, 15, -4, 15, 9, -5, -4, 0
- Cn1c(CCNS(=O)(=O)c2ccccc2)nnc1SCc1cccnc1
  6, -4, 8, 3, -37, 4, 5, 6, -3, 8, 7
- Cc1oc(-c2ccccc2)cc1C(N)=O
  -1, ., -16, ., -17, 6, -31, -6, -4, -25, -46
- O=S(=O)(c1ccc(Cl)cc1)n1ccc(-c2cccc(OCc3c(F)cccc3Cl)c2)n1
  1, -7, -14, ., 11, 5, 3, 0, -5, 20, 14
- CC(C)CC(NC(=O)c1ccccc1)C(=O)OCC(=O)Nc1ccc(Br)cn1 (stereo unspecified)
  1, 1, 0, 20, 1, 0, 10, -1, -12, 2, 5
- Cc1cc(C)c(NC(=O)c2ccccc2CCc2ccccc2)c(C)c1
  3, 12, 16, -3, -9, 0, 15, -2, -5, 18, -3
- CC(=O)NC1CCCC(NC(C)=O)C1 (stereo unspecified)
  ., 6, 8, -1, 11, 0, -2, -17, -5, 1, 0
- Cc1cc(CSc2ccccc2)ccc1NC(=O)c1ccc(C)c([N+](=O)[O-])c1
  3, 12, -36, -7, -16, -12, 11, 7, -4, -2, 1
- COc1cc(NC(=O)CSc2ncnc3scc(-c4ccccc4)c23)c(C(=O)O)cc1OC
  1, 15, 8, -6, -25, -11, 18, 17, -5, -3, 8
- COC(=O)c1cccc(NC(=O)c2cccc([N+](=O)[O-])c2)c1
  -1, -23, -25, 18, 8, 11, -37, -2, -21, -21, 6
- O=C(NCC(c1ccco1)N1CCc2ccccc21)c1c(F)cccc1F (stereo unspecified)
  -1, 12, -6, -2, -8, 10, -3, 2, -5, -1, -5
- CC(C)C(=O)Nc1ccc2nn(-c3ccccc3)nc2c1
  1, -65, -77, 2, -140, -12, -224, -8, -5, -241, 19
- CCc1ccc(NC(=O)Cc2ccc(-n3cccc3)cc2)cc1
  1, 13, -6, -3, -25, 14, 6, 3, -5, 8, -14
- Cc1ccc(S(=O)(=O)N(C)c2c(C)ccc(S(=O)(=O)N3CCN(C=O)CC3)c2C)cc1
  1, -34, -4, -6, -7, -6, 5, 9, -3, -1, 9
- Cc1ccc(N/C(N)=N/c2nc(CSc3ccccn3)cc(=O)[nH]2)c(C)c1
  5, 46, 6, -6, 6, 6, 24, -19, -7, 24, -3
- COc1cccc(CCc2nnc(CCC(=O)NCCC3CCCCO3)o2)c1 (stereo unspecified)
  -2, -7, -17, -8, -8, -1, -24, -1, -2, -12, -2
- COc1cc2nc(N3CCN(C(=O)OCc4ccccc4)[C@H](C(=O)NC(C)(C)C)C3)nc(N)c2cc1OC
  -4, -5, 9, 17, 2, 6, 0, -14, -5, -8, -3
- CC1CC(C)(C)CC2(C1)NC(=O)N(CC(=O)Nc1c(F)cccc1F)C2=O (stereo unspecified)
  0, 1, 18, 6, -5, 0, 11, 9, -3, 13, 0
- COc1ccc(C(=O)Nc2nc(-c3ccc([N+](=O)[O-])cc3)c(-c3ccccc3)s2)cc1
  3, 24, 1, 1, -6, -4, 21, -1, ., 16, 1
- COc1cccc(CN(C)CC(=O)Nc2c(C)cccc2C(C)C)c1
  1, 1, 5, -7, -5, -2, 11, -9, -1, 19, -5
- CCOc1ccc(NC(=O)CN(C)C(=O)CSC(C)C(=O)Nc2cc(C)on2)cc1OCC (stereo unspecified)
  -2, -16, 1, -2, 5, -4, 9, -4, ., 3, -3
- COc1cccc(/C=N/NC(=O)CNC(=O)c2cccs2)c1O
  0, 16, 4, -8, -17, 12, -28, -10, -16, 4, 0
- NNC(=O)c1cc(C23CC4CC(CC(C4)C2)C3)[nH]n1
  -1, -17, -7, -4, 32, -2, 14, 14, -1, -4, -2
- COc1ccc(-c2nn(-c3ccccc3)cc2C(=O)Nc2nc(CC(C)=O)ns2)cc1
  4, 7, 13, -9, 19, 9, 5, 11, -5, 12, 15
- CC(C)(C)NS(=O)(=O)c1ccc(CCC(=O)Nc2ccc3c(c2)OCCO3)cc1
  0, -5, 3, -5, 0, -5, -12, -3, -5, -3, 15
- Oc1cccnc1CN1CCOCC1
  ., 0, 9, 0, -19, 11, 6, -1, -9, 6, -33
- CCCCNc1ncnc2c1cnn2-c1ccc(Cl)cc1
  0, -44, -68, 8, -158, -5, -288, 28, -7, -339, 2
- O=C(Nc1ccc2nc(-c3cccs3)c(-c3cccs3)nc2c1)N1CCOCC1
  -1, 14, 7, -9, 5, 6, 17, -23, -2, 29, 1
- CCC(=O)Nc1ccc(N2CCN(Cc3ccccc3)CC2)cc1
  -2, -15, 4, 13, 0, 6, 5, -2, -5, 9, 10
- COC(=O)C(C)Sc1nc2c(c(=O)n1-c1ccccc1)SCC2 (stereo unspecified)
  5, 1, -9, -6, 10, -11, 10, 10, -4, 10, -4

One compound at a time, as listed above. Screens in order: NR2E3 ag-1	Shn3 inh set2	MITF TRPM1 inh	Vif imaging	NR2E3 ag-2	KKLEB cytotox	HIF-2a inh	CF NFkB block	CaV13 FRET inh	Peg3 promoter	PDI turbidity
Results for `NNC(=O)c1cc(C23CC4CC(CC(C4)C2)C3)[nH]n1` = -1	-17	-7	-4	32	-2	14	14	-1	-4	-2
Results for `Cc1ccc(N/C(N)=N/c2nc(CSc3ccccn3)cc(=O)[nH]2)c(C)c1` = 5	46	6	-6	6	6	24	-19	-7	24	-3
Results for `CCCCNc1ncnc2c1cnn2-c1ccc(Cl)cc1` = 0	-44	-68	8	-158	-5	-288	28	-7	-339	2
Results for `O=C(NCC(c1ccco1)N1CCc2ccccc21)c1c(F)cccc1F` (stereo unspecified) = -1	12	-6	-2	-8	10	-3	2	-5	-1	-5

4 entries from above, ordered by their value in HIF-2a inh, ascending.
smiles,NR2E3 ag-1,Shn3 inh set2,MITF TRPM1 inh,Vif imaging,NR2E3 ag-2,HIF-2a inh,CF NFkB block,CaV13 FRET inh,Peg3 promoter,PDI turbidity
Cc1oc(-c2ccccc2)cc1C(N)=O,-1,.,-16,.,-17,-31,-6,-4,-25,-46
COc1cccc(CCc2nnc(CCC(=O)NCCC3CCCCO3)o2)c1 (stereo unspecified),-2,-7,-17,-8,-8,-24,-1,-2,-12,-2
COC(=O)C(C)Sc1nc2c(c(=O)n1-c1ccccc1)SCC2 (stereo unspecified),5,1,-9,-6,10,10,10,-4,10,-4
Cc1cc(CSc2ccccc2)ccc1NC(=O)c1ccc(C)c([N+](=O)[O-])c1,3,12,-36,-7,-16,11,7,-4,-2,1

Remaining list, next part.
Under each structure: NR2E3 ag-1, Shn3 inh set2, MITF TRPM1 inh, Vif imaging, NR2E3 ag-2, KKLEB cytotox, HIF-2a inh, CF NFkB block, CaV13 FRET inh, Peg3 promoter, PDI turbidity
- Cc1cc(C)c(C(=O)COC(=O)[C@H](C)Nc2ccc(C(F)(F)F)cc2[N+](=O)[O-])c(C)c1
  1, -4, 16, -9, -14, -3, 13, -12, -5, -5, 1
- CCCCc1[nH]c(=O)c(C#N)c2c1CSC(C)(C)C2
  -1, 11, -8, 0, -9, 18, 4, -15, -4, 2, 0
- O=C(N/N=C/c1ccc(O)c([N+](=O)[O-])c1)c1ccncc1
  -1, ., -9, 14, -4, 8, 15, 7, -4, 23, -4
- Cc1noc(C)c1C(=O)NNc1ccc(C(C)C)cc1
  -1, ., 7, -3, -26, -19, 6, -4, -4, -15, -1
- COC(=O)c1cnc(Nc2cc(C)ccc2OC)c2ccccc12
  4, 10, 4, 0, -7, -10, -6, 0, -17, 4, 2
- Cc1ccc(OS(=O)(=O)c2c(C)nn(C)c2Cl)c(C)c1
  0, -3, -8, -5, -8, 2, 0, -23, ., 5, 14
- O=C1CCCc2cc(S(=O)(=O)N3CCC(C(=O)NCc4ccccc4)CC3)ccc2N1
  1, -15, -4, 4, 13, -8, 16, -5, -2, 15, -5
- Cc1ccc(-n2ncc(C#N)c2N)cc1
  7, 4, 4, -3, -5, 3, 12, -5, -7, 9, 0
- O=C(Nc1nccs1)c1cccc(N2C(=O)C3C4C=CC(C4)C3C2=O)c1 (stereo unspecified)
  -5, -39, -11, 4, -2, -2, 7, 6, -3, 6, -20
- COc1ccc(N(CC(=O)NCc2cccc(OC)c2)S(=O)(=O)c2c(C)noc2C)cc1
  -3, 12, -2, -2, -2, -4, 15, -12, -5, 3, 4
- COC(=O)C(=O)/C=C(\O)c1ccc(C)cc1
  -1, -5, -6, ., 28, 2, -14, 2, -4, 9, -7
- Cc1ccc(S(=O)(=O)CC(=O)Nc2cccc(C)n2)cc1
  4, 6, 14, -10, -8, 8, 15, 9, -3, -5, -3
- Cc1ccc(CN2CC(C(=O)Nc3cccc(S(=O)(=O)N4CCCCC4)c3)CC2=O)cc1 (stereo unspecified)
  1, 6, 4, -7, -3, 1, 14, -2, -17, -72, 6
- Cc1c(C(=O)NCCNc2ncc(C(F)(F)F)cc2Cl)cccc1[N+](=O)[O-]
  -1, 8, 12, 8, -6, -9, -5, 12, -2, 1, 0
- O=C(NCC(c1ccc(F)cc1)N1CCOCC1)c1cccnc1Sc1ccccc1Cl (stereo unspecified)
  -1, -3, 1, -3, 23, 3, -1, -1, -4, 7, 4
- COc1cc(NS(=O)(=O)c2ccc(-n3cccn3)cc2)cc(OC)c1
  ., 44, ., -18, 51, 0, 15, -18, ., 13, -4
